Assay outcomes as filed in PubChem BioAssay.
Mtb BioA inh = M. tuberculosis BioA enzyme inhibitors, primary screen, biochemical, plate reader, single point, HTS | 7,8-diaminopelargonic acid synthase BioA (Mycobacterium tuberculosis) | purified M. tuberculosis BioA enzyme | inhibition, % at 9.99 µM | 360,000 compounds, 0.096% hits | AID 602481, 2012; in the data active = inhibition above about 40%
Active calls of the source: *. The list is partial, so the mix of outcomes need not match the whole.

SMILES	Mtb BioA inh
C/C=C/c1cnc2c(c1)C(=O)N([C@H](C)CO)C[C@H](C)[C@@H](CN(C)C(=O)Nc1cccc(OC)c1)O2	6.5
CC(C)NC(=O)N(C)C[C@H]1OCCCC[C@H](C)Oc2ccc(NC(=O)Nc3ccc4c(c3)OCO4)cc2C(=O)N([C@H](C)CO)C[C@@H]1C	-1.1
COc1ccc(NC(=O)N(C)C[C@@H]2Oc3ncc(C#CCN(C)C)cc3C(=O)N([C@H](C)CO)C[C@H]2C)cc1	0.2
C[C@H]1CCCCO[C@H](CN(C)Cc2ccc(C(=O)O)cc2)[C@@H](C)CN([C@@H](C)CO)C(=O)c2cc(NC(=O)C3CCCCC3)ccc2O1	1.0
C[C@@H]1CN([C@H](C)CO)C(=O)Cc2cc(NC(=O)NC3CCCCC3)ccc2O[C@@H]1CN(C)C(=O)Nc1ccc(C(F)(F)F)cc1	-1.2
C[C@@H]1CN([C@@H](C)CO)S(=O)(=O)c2ccc(/C=C/c3ccccc3)cc2O[C@H]1CN(C)C(=O)Nc1cc(F)ccc1F	0.3
C[C@@H]1CN([C@@H](C)CO)S(=O)(=O)c2ccc(-c3cccnc3)cc2O[C@@H]1CN(C)Cc1cccnc1	-1.0
C[C@H]1CN([C@@H](C)CO)C(=O)c2cccc(NC(=O)c3ccc(-c4nccs4)cc3)c2O[C@H]1CN(C)Cc1ccc(C(=O)Nc2ccccc2N)cc1	-1.2
Cc1nn(C)cc1NC(=O)C[C@@H]1CC[C@H]2[C@H](COc3ccc(NC(=O)C(C)C)cc3C(=O)N2C)O1	-6.4
C[C@@H]1CN([C@@H](C)CO)C(=O)Cc2cc(NC(=O)CCN3CCOCC3)ccc2O[C@H]1CN(C)Cc1ccc(C(=O)O)cc1	-0.9
Cc1noc(C)c1NC(=O)Nc1ccc2c(c1)CC(=O)N([C@@H](C)CO)C[C@@H](C)[C@@H](CN(C)S(=O)(=O)c1cccs1)O2	2.0
O=C(C[C@@H]1C=C[C@H](NC(=O)C2CC2)[C@@H](CO)O1)NCc1ccncc1	2.4
C[C@@H]1CN([C@@H](C)CO)C(=O)c2cccc(NC(=O)Nc3ccc4c(c3)OCO4)c2O[C@@H]1CN(C)CC1CCCCC1	-2.0
CN(C)C(=O)C[C@H]1CC[C@H]2[C@@H](COC[C@H](O)CN2C(=O)c2ccncc2)O1	-2.0
COc1ccc(S(=O)(=O)N(C)C[C@H]2OCCCC[C@H](C)Oc3ccc(NC(=O)CCC(F)(F)F)cc3C(=O)N([C@@H](C)CO)C[C@H]2C)cc1	-0.2
O=S(=O)(c1cccs1)N1CCCCN2[C@@H](CO)[C@@H](c3ccc(C4=CCCCC4)cc3)[C@@H]2C1	-0.9
C[C@@H]1CN([C@H](C)CO)C(=O)Cc2cc(NS(=O)(=O)c3cccs3)ccc2O[C@@H]1CN(C)C(=O)NC1CCCCC1	-3.3
COc1ccc(S(=O)(=O)Nc2ccc3c(c2)C(=O)N([C@@H](C)CO)C[C@H](C)[C@@H](CN(C)C(=O)NC2CCCCC2)OCCCC[C@H](C)O3)cc1	2.2
CCCNC(=O)N[C@H]1C=C[C@H](CC(=O)N2CCN(C)CC2)O[C@H]1CO	-2.1
COc1cccc(-c2ccc3c(c2)O[C@H](CN(C)Cc2cncnc2)[C@H](C)CN([C@@H](C)CO)S3(=O)=O)c1	0.9

Molecules shown so far that contain a CF3 group (2):
SMILES	Mtb BioA inh
C[C@@H]1CN([C@H](C)CO)C(=O)Cc2cc(NC(=O)NC3CCCCC3)ccc2O[C@@H]1CN(C)C(=O)Nc1ccc(C(F)(F)F)cc1	-1.2
COc1ccc(S(=O)(=O)N(C)C[C@H]2OCCCC[C@H](C)Oc3ccc(NC(=O)CCC(F)(F)F)cc3C(=O)N([C@@H](C)CO)C[C@H]2C)cc1	-0.2

The main list resumes with the four entries that preceded the break.
SMILES	Mtb BioA inh
C[C@@H]1CN([C@H](C)CO)C(=O)Cc2cc(NS(=O)(=O)c3cccs3)ccc2O[C@@H]1CN(C)C(=O)NC1CCCCC1	-3.3
COc1ccc(S(=O)(=O)Nc2ccc3c(c2)C(=O)N([C@@H](C)CO)C[C@H](C)[C@@H](CN(C)C(=O)NC2CCCCC2)OCCCC[C@H](C)O3)cc1	2.2
CCCNC(=O)N[C@H]1C=C[C@H](CC(=O)N2CCN(C)CC2)O[C@H]1CO	-2.1
COc1cccc(-c2ccc3c(c2)O[C@H](CN(C)Cc2cncnc2)[C@H](C)CN([C@@H](C)CO)S3(=O)=O)c1	0.9
C/C=C/c1ccc([C@@H]2[C@@H](CO)N(C(=O)NCCC)[C@H]2CNC(=O)C2CC2)cc1	-2.9
COc1ccc(NC(=O)Nc2ccc3c(c2)[C@H]2C[C@H](CC(=O)NCC4CC4)O[C@H](CO)[C@H]2O3)cc1	-0.6
CCCC#Cc1cnc2c(c1)C(=O)N([C@@H](C)CO)C[C@H](C)[C@@H](CN(C)S(=O)(=O)c1ccccc1)O2	0.5
COc1ccccc1NC(=O)N1C[C@H](O)COC[C@@H]2O[C@@H](CC(=O)NCCc3ccncc3)CC[C@H]21	-2.3
C[C@@H]1CN([C@H](C)CO)S(=O)(=O)c2ccc(C#Cc3ccc(F)cc3)cc2O[C@@H]1CN(C)C(=O)NC1CCCC1	2.5
O=C(c1ccccc1)N1C[C@@H]2[C@H](c3ccccc31)[C@@H](CO)N2C(=O)c1cccc(F)c1	6.8
CC(C)NC(=O)N(C)C[C@@H]1Oc2ccc(NC(=O)CCN3CCOCC3)cc2CC(=O)N([C@@H](C)CO)C[C@H]1C	4.2
O=C(C[C@H]1C=C[C@@H](NC(=O)NC2CCCCC2)[C@@H](CO)O1)NCc1ccccc1	-3.7
Cc1ccc(S(=O)(=O)Nc2ccc3c(c2)C(=O)N([C@@H](C)CO)C[C@H](C)[C@H](CN(C)S(=O)(=O)c2c(C)noc2C)O3)cc1	-0.3
COc1cccc(S(=O)(=O)Nc2ccc3c(c2)[C@@H]2C[C@@H](CC(=O)N(C)C)O[C@@H](CO)[C@@H]2O3)c1	-0.8
C[C@H](CO)N1C[C@H](C)[C@H](CN(C)Cc2ccc(C(F)(F)F)cc2)Oc2ccc(N(C)C)cc2C1=O	0.7
C[C@@H]1CN([C@H](C)CO)S(=O)(=O)c2ccc(Br)cc2O[C@@H]1CN(C)C(=O)c1cnccn1	1.9
C[C@@H]1CN([C@@H](C)CO)C(=O)c2cccc(NC(=O)Nc3ccc(F)cc3)c2O[C@H]1CN(C)C(=O)Nc1ccc2c(c1)OCO2	13.8
Cc1noc(C)c1NC(=O)N(C)C[C@H]1Oc2ncc(C#CC3CC3)cc2C(=O)N([C@H](C)CO)C[C@@H]1C	0.5
O=C(c1cccc(F)c1)N1CCCCN2[C@H](CO)[C@@H](c3ccc(C#CC4(O)CCCC4)cc3)[C@H]2C1	0.8
C[C@H]1CN([C@@H](C)CO)C(=O)Cc2cc(NS(=O)(=O)c3ccc(F)cc3)ccc2O[C@@H]1CN(C)S(=O)(=O)c1ccc(F)cc1	2.8
COc1ccc(-c2ccc([C@@H]3[C@@H](C#N)N(C(=O)C4CCCC4)[C@H]3CO)cc2)cc1	23.9
CN(C)CC#Cc1ccc([C@H]2[C@@H](CO)N3CCCCN(C(=O)c4ccc5c(c4)OCO5)C[C@@H]23)cc1	0.4
C[C@H]1CCCCO[C@@H](CN(C)C(=O)Cc2ccccc2)[C@@H](C)CN([C@@H](C)CO)C(=O)c2cc(NC(=O)CCC(F)(F)F)ccc2O1	3.0
Cc1noc(C)c1S(=O)(=O)Nc1cccc2c1O[C@H](CN(C)C(=O)Nc1ccc(F)cc1)[C@H](C)CN([C@H](C)CO)C2=O	1.6

Entries above containing a COOH group:
SMILES	Mtb BioA inh
C[C@H]1CCCCO[C@H](CN(C)Cc2ccc(C(=O)O)cc2)[C@@H](C)CN([C@@H](C)CO)C(=O)c2cc(NC(=O)C3CCCCC3)ccc2O1	1.0
C[C@@H]1CN([C@@H](C)CO)C(=O)Cc2cc(NC(=O)CCN3CCOCC3)ccc2O[C@H]1CN(C)Cc1ccc(C(=O)O)cc1	-0.9

Later entries
SMILES	Mtb BioA inh
C[C@@H]1CN([C@@H](C)CO)C(=O)c2cccc(NC(=O)C3CC3)c2O[C@H]1CN(C)S(=O)(=O)c1ccccc1	1.4
COc1ccc(S(=O)(=O)N(C)C[C@@H]2Oc3ccc(NS(=O)(=O)c4c(C)noc4C)cc3C(=O)N([C@H](C)CO)C[C@@H]2C)cc1	1.3
O=C(CC(F)(F)F)N1C[C@H]2[C@@H](c3ccccc31)[C@@H](CO)N2C(=O)Cc1cccnc1	-0.2
C[C@@H]1CN([C@@H](C)CO)C(=O)c2cc(NS(=O)(=O)c3ccc(Cl)cc3)ccc2O[C@@H](C)CCCCO[C@@H]1CN(C)C(=O)Nc1ccc2c(c1)OCO2	-1.8
C[C@H]1CN([C@@H](C)CO)C(=O)c2cc(NS(=O)(=O)c3ccc(Cl)cc3)ccc2O[C@H]1CN(C)Cc1ccc(Oc2ccccc2)cc1	-1.0
C[C@H]1CN([C@@H](C)CO)C(=O)c2cccc(NC(=O)Nc3ccccc3)c2O[C@@H]1CN(C)CC1CCCCC1	1.0
COCC(=O)N1[C@H](C(=O)Nc2ccccc2)[C@@H](CO)[C@@H]2Cn3c(ccc(-c4cccnc4)c3=O)[C@@H]21	0.2
COCC(=O)N(C)C[C@H]1[C@H](c2ccccc2)[C@H](CO)N1C(=O)Cc1ccncc1	1.3
Cc1ccc(S(=O)(=O)Nc2ccc3c(c2)CC(=O)N([C@@H](C)CO)C[C@H](C)[C@H](CN(C)Cc2ccc(Cl)c(Cl)c2)O3)cc1	-1.9
OC[C@H]1[C@@H](c2ccc(-c3cccnc3)cc2)[C@@H]2CN(CC3CCOCC3)CCCCN12	5.2
C[C@H]1CN([C@@H](C)CO)C(=O)c2cc(NC(=O)C3CCCCC3)ccc2O[C@@H]1CN(C)CC1CC1	-0.1
CN(C)CCCNC(=O)C[C@@H]1C=C[C@H](NC(=O)c2ccccc2F)[C@H](CO)O1	-3.0
COc1ccccc1S(=O)(=O)N[C@H]1C=C[C@H](CC(=O)NCc2cccc(F)c2)O[C@H]1CO	4.8
C/C=C/c1ccc([C@@H]2[C@H](C#N)N(C(=O)CN3CCOCC3)[C@H]2CO)cc1	0.5
Cc1ccc(S(=O)(=O)Nc2ccc3c(c2)C(=O)N([C@@H](C)CO)C[C@@H](C)[C@H](CN(C)Cc2ccc4c(c2)OCO4)OCCCC[C@@H](C)O3)cc1	2.8
O=C(CN1CCOCC1)N1CCCCN2[C@@H](CO)[C@@H](c3ccc(-c4ccccc4)cc3)[C@@H]2C1	-0.7
COc1ccccc1-c1ccc2c(c1)[C@@H]1[C@@H](CCN1C(=O)C1CC1)[C@H](CO)N2	-1.4
CCNC(=O)C[C@H]1CC[C@@H]2[C@H](COC[C@@H](O)CN2C(=O)C2CC2)O1	-0.8
COC(=O)[C@@H]1[C@@H](CO)[C@@H]2Cn3c(ccc(-c4cccc(F)c4)c3=O)[C@H]1N2Cc1cccnc1	-1.8
O=C(C[C@H]1CC[C@@H](NC(=O)c2cccnc2)[C@@H](CO)O1)NCc1ccc(Cl)c(Cl)c1	1.6
CN(C)C(=O)C[C@@H]1C=C[C@@H](NC(=O)C2CC2)[C@H](CO)O1	2.8
Cc1noc(C)c1NC(=O)Nc1cccc2c1O[C@@H](CN(C)C(=O)NC1CCCCC1)[C@@H](C)CN([C@@H](C)CO)C2=O	-1.1
CC(C)CC#Cc1ccc([C@H]2[C@H]3CN(C(=O)c4ccc5c(c4)OCO5)CCCCN3[C@H]2CO)cc1	-2.1
CN1C(=O)c2cc(NC(=O)c3ccc(F)c(F)c3)ccc2OC[C@H]2O[C@@H](CC(=O)N[C@@H]3CCN(Cc4ccccc4)C3)CC[C@H]21	6.8
C/C=C/c1ccc([C@@H]2[C@H](CO)N(C(C)=O)[C@H]2CNC(=O)CC2CC2)cc1	-4.9
CNC[C@H]1Oc2c(NS(=O)(=O)c3ccc(Cl)cc3)cccc2C(=O)N([C@@H](C)CO)C[C@@H]1C	3.6
C[C@@H]1CN([C@@H](C)CO)C(=O)c2cc(NC(=O)NC3CCCCC3)ccc2O[C@@H]1CN(C)C(=O)Nc1cccc2ccccc12	-0.6
O=C(C[C@@H]1CC[C@@H]2[C@H](COC[C@@H](O)CN2Cc2cccc(C(F)(F)F)c2)O1)NCCc1ccccc1	21.7
C[C@@H]1CN([C@H](C)CO)C(=O)c2cc(NC(=O)C3CCCCC3)ccc2O[C@@H](C)CCCCO[C@@H]1CN(C)Cc1ccc(Cl)c(Cl)c1	-4.1
C[C@@H]1CCCCO[C@H](CN(C)Cc2ccccc2)[C@@H](C)CN([C@H](C)CO)C(=O)c2cc(NS(C)(=O)=O)ccc2O1	0.4
CCCN(C)C[C@@H]1Oc2cc(C#C[C@@H](C)O)ccc2S(=O)(=O)N([C@H](C)CO)C[C@@H]1C	0.3
COc1ccc(CN(C)C[C@@H]2Oc3ccc(NC(=O)Nc4cccc5ccccc45)cc3CC(=O)N([C@@H](C)CO)C[C@@H]2C)cc1	-0.9
Cc1noc(C)c1S(=O)(=O)N(C)C[C@H]1Oc2ccc(NC(=O)Nc3ccc4c(c3)OCO4)cc2CC(=O)N([C@@H](C)CO)C[C@H]1C	2.2
O=C(NCC[C@H]1CC[C@H](NC(=O)C2CC2)[C@@H](CO)O1)Nc1ccc(C(F)(F)F)cc1	0.1
CCC(=O)N1C[C@@H](C)[C@@H](OC)CN(C)C(=O)c2cc(NC(=O)c3ccccc3)ccc2OC[C@@H]1C	-0.4
C[C@H]1CN([C@@H](C)CO)C(=O)c2cc(NS(=O)(=O)c3ccc(F)cc3)ccc2O[C@@H]1CN(C)CC1CC1	1.0
C[C@@H]1CN([C@@H](C)CO)C(=O)Cc2cc(NC(=O)Cc3cn(C)c4ccccc34)ccc2O[C@@H]1CN(C)Cc1ccccc1	0.6
C[C@H]1CCCCO[C@H](CN(C)C(=O)c2ccccc2)[C@@H](C)CN([C@@H](C)CO)C(=O)c2cc(NC(=O)C3CCCCC3)ccc2O1	2.6
COc1ccc(C#Cc2ccc3c(c2)[C@H]2[C@H](CCN2S(=O)(=O)c2cccc(OC)c2)[C@H](CO)N3C)cc1	-0.9
O=C(C[C@H]1CC[C@@H](NC(=O)Cc2ccccn2)[C@@H](CO)O1)NCCc1ccncc1	0.2
